Screening data deposited in PubChem BioAssay by The Scripps Research Institute Molecular Screening Center.
SIAE inh: human SIAE inhibitors, primary screen, biochemical, fluorescence polarization, FP-Rh probe, 1536-well HTS. Sialate O-acetylesterase (Homo sapiens), Q9HAT2. SIAE FP-Rh probe binding. 370,000 tested, 0.69% active. inhibition, % at 9.66 µM;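 active = inhibition above a cutoff: mean of compounds within the control limits plus 3 SD of those, cut at about 17% in these data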;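 also: 0% = plate median of compound wells and 100% = probe without SIAE protein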
TCR-CD3 inh: inhibitors of human TCR-CD3 interaction, primary screen, biochemical, fluorescence, TAMRA-labeled TCR probe. 360,000 tested, 0.37% active. T-cell receptor (TCR). inhibition, % at 9.4 µM; in the data active = inhibition above about 19%;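 also: recombinant mutant TCR 2C K166C tagged with TAMRA read by polarization; 0% = receptor in buffer alone and 100% = receptor with positive control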
LEDGF integ inh: blockers of LEDGF/p75-dependent integrase strand transfer – biochemical, TR-FRET, high throughput, primary screen; TR-FRET IN-LEDGF/p75 DNA integration, Eu/Cy5; 370,000 tested, 0.64% active; inhibition, % at 3.7 µM; HIV-1 integrase (with human LEDGF/p75);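 active = inhibition above the screen-wide mean plus 3 SD, cut at about 13% in these data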;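 also: signal is the Cy5 over europium emission ratio at 671 and 618 nm; 0% = plate median of compound wells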
PRMT1 FP inh: PRMT1 methyltransferase inhibitors, primary screen, biochemical, fluorescence polarization; Protein arginine N-methyltransferase 1 (Homo sapiens), Q99873; recombinant PRMT1, activity-based probe fluorescence polarization; inhibition, % at 2.79 µM; 370,000 tested, 1.3% active; AID 652257, 2013;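 active = inhibition above about 21% made by adding two undisclosed values, limit read from the data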
Target sequence (Q99873 whole entry, looked up): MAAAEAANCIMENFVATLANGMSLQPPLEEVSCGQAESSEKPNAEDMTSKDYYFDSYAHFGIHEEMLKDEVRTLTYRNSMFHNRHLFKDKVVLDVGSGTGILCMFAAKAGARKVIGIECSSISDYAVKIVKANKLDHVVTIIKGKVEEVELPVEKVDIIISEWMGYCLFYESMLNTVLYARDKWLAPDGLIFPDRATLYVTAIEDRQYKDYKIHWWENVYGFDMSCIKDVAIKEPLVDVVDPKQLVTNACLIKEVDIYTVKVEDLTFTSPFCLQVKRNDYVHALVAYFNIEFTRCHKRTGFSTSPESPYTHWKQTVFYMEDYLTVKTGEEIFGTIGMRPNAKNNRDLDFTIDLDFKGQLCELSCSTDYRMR
UHRF1 MBD2 ctr: UHRF1 methylated DNA binding inhibitors, primary screen, counter-screen for MBD2 inhibitor project, biochemical, TR-FRET, human UHRF1, single concentration; AID 687016, 2013; inhibition, % at 4.4 µM; 370,000 tested, 0.75% active; UHRF1 binding to methylated oligo; E3 ubiquitin-protein ligase UHRF1 (Homo sapiens), Q96T88; in the data active = inhibition above about 21%;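 also: UHRF1 SRA domain binding a hemimethylated CpG hairpin DNA probe; 0% = median of test compound wells and 100% = reference inhibitor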
Tn6 DDE FP: inhibitors of Tn6 peptide binding to fibrin DD(E), primary screen, biochemical, fluorescence polarization, human fibrin, Tn6 probe; Fibrinogen beta chain (Homo sapiens), P02675; Fibrin DD(E) TRITC-Tn6 fluorescence polarization displacement; inhibition, % at 8.3 µM; 370,000 tested, 0.21% active; AID 720509, 2013;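 active = inhibition above a per-campaign cutoff: mean of compounds within control limits plus 3 SD, cut at about 15% in these data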;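 also: 0% = median of all compound wells on the plate and 100% = blocking peptide control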
Target sequence (P02675 whole entry, looked up): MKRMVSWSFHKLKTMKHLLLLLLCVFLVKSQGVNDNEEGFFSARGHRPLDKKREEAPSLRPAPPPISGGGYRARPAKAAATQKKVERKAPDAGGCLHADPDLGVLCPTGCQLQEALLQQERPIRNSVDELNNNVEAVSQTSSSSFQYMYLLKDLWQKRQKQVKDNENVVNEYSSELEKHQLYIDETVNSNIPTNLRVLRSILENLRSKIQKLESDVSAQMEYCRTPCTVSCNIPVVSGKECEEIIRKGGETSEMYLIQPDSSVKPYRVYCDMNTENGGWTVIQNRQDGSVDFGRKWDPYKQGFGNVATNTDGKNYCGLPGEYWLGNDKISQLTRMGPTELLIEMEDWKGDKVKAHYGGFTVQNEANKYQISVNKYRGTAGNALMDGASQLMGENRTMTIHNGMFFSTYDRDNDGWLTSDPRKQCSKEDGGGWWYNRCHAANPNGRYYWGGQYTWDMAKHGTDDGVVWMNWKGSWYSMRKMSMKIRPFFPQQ
DDE Tn7 FP inh: inhibitors of Tn7 peptide binding to fibrin DD(E), primary screen, biochemical, fluorescence polarization, human fibrin, Tn7 probe | Fibrinogen beta chain (Homo sapiens), P02675 | FP displacement of FITC-Tn7 peptide from fibrin DD(E); 0% = median of compound wells per plate | inhibition, % at 8.3 µM | 370,000 tested, 0.13% active | AID 720508, 2013;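 active = inhibition above the mean of compounds falling within the control limits plus 3 SD of them, cut at about 14% in these data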;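 also: 0% = plate median of compound wells and 100% = 10 µM Aha-Tn7 peptide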
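System: human fibrin DD(E); quantity: Fibrin-DD(E) at 2 µM final; also added: fluorescent Tn7 probe at 0.1 µM; compound dosing: single nominal test concentration of 8.3 µM per compound; schedule: 10 min preincubation, 3 h with tracer, room temperature; detection: fluorescence polarization of the labelled Tn7 tracer; repeats: one replicate per compound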
TDP2 inh: human TDP2 enzyme inhibitors, primary screen, biochemical, epi absorbance, recombinant enzyme; Tyrosyl-DNA phosphodiesterase 2 (Homo sapiens), O95551; T5PNP hydrolysis, p-nitrophenol absorbance 415 nm; inhibition, % at 12.8 µM; 370,000 tested, 0.34% active; AID 720702, 2013;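 active = inhibition above the mean of all tested compounds plus 3 SD, set per campaign, cut at about 25% in these data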;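 also: 0% = DMSO with enzyme and 100% = buffer with substrate but no TDP2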
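Incubation: 2 h at 37 °C; Test system: recombinant human TDP2; Quantity: enzyme 120 nM; Read-out basis: percent inhibition; Medium: 50 mM Tris-HCl pH 7.5 with Mg2+, KCl, DTT, BSA; Repeats: single replicate; Compound: 12.8 µM single point, 1% DMSO; Signal: epi absorbance; Reagent: 5 mM T5PNP chromogenic substrate; Benchmarks: no-enzyme high, DMSO-plus-enzyme low.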
MBD2 inh: inhibitors of MBD2 binding to methylated DNA, primary screen, biochemical, TR-FRET, DNA-binding domain, human; inhibition, % at 4.4 µM; Methyl-CpG-binding domain protein 2 (Homo sapiens), Q9UBB5; 370,000 tested, 0.31% active; MBD2 binding to methylated oligonucleotide; in the data active = inhibition above about 13%
proKLK7 act: proKLK7 zymogen activators, primary screen, biochemical, fluorescence intensity. 370,000 tested, 0.9% active. AID 652039, 2013. activation, % at 7 µM. purified proKLK7, EDANS-DABCYL substrate fluorescence; 100% is mature enzyme control, 0% vehicle;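 active = activation above the mean of all tested compounds plus 3 SD, computed per campaign excluding outliers beyond control limits, cut at about 13% in these data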
Active calls of the source: *.

SMILES	SIAE inh	TCR-CD3 inh	LEDGF integ inh	PRMT1 FP inh	UHRF1 MBD2 ctr	Tn6 DDE FP	DDE Tn7 FP inh	TDP2 inh	MBD2 inh	proKLK7 act
Cc1nc2c3ccccc3nc(NNC(=O)CCC(=O)NCCN3CCN(c4ccccc4)CC3)n2n1	5	-2	0	-3	-4	2	0	6	3	0.2
CC(=O)Nc1cccc(C(=O)/C=C/c2cccs2)c1	-2	-1	-3	2	12	-1	3	8	-1	0.1
CN(C)NC1=CC(=[N+]2CCCC2)CC(C)(C)C1	9	5	4	2	1	-10	-2	8	6	0.0
CC(=O)Nc1ccc(S(=O)(=O)Nc2ccc(C)c([N+](=O)[O-])c2)cc1	-4	-9	-3	4	2	-6	8	-1	1	-0.2
O=C(Nc1cccnc1)C1(c2ccc(Cl)cc2)CCCC1	2	2	-4	0	7	-6	8	12	-2	-0.1
O=C1OCCN1C(=O)[C@H]1[C@H](c2ccc(Cl)cc2)C(c2ccc(F)cc2)=NN1c1ccc(Br)cc1	-2	-4	1	4	-2	6	-3	-7	7	-2.4
CC(=O)c1c(COC(=O)c2ccncc2)nc2ccccc2[n+]1[O-]	2	5	4	2	-1	0	1	-7	-4	-0.8
O=C(C(=O)N1CCN(c2ccccc2Cl)CC1)c1c[nH]c2ccccc12	-4	8	0	1	0	-5	-4	-13	-3	0.8
Cc1cccc(-n2ccnc2CN2CCN(C3CCCC3)C(CCO)C2)c1 (stereo not drawn)	-6	-2	-7	1	2	3	-3	1	5	0.6
Cc1cc(C)n(C(=O)CNC(=O)COc2ccccc2)n1	3	3	1	-3	-1	2	-1	3	0	-0.2
COc1ccc(OCC(=O)N/N=C2/C=C(C)CC2)cc1	3	-5	0	2	16	-2	-6	-6	3	0.2
CCOC(=O)C1=C(C)N(c2ccc(C)c(C)c2)C(=O)/C1=C\c1ccco1	-3	-5	-1	2	2	-2	-1	-4	6	-0.2
COc1cc(C(=O)NCCCC2CCCC2)ccc1OC1CCN(C(C)=O)CC1	-1	0	-2	0	0	2	7	5	0	-0.4
O=C(Nc1ccc(Cc2ccncc2)cc1)c1ccc(S(=O)(=O)N2CCCC2)cc1	-5	2	-1	-1	-2	5	9	0	-1	0.4
O=C(Nc1ncc2c(n1)-c1ccccc1CC2)c1cccs1	0	-2	-5	3	1	8	4	-14	-3	0.9
O=C(O)CSc1nnc(-c2ccncc2)n1Cc1ccccc1	-2	-12	5	4	4	0	4	-9	2	-0.6
Cc1ccc(OCC(=O)OCCN2C(=O)c3ccccc3C2=O)cc1C	-2	5	-3	-3	0	9	-1	2	-1	0.6
N#Cc1cc(C(=O)Cc2ccccc2)c[nH]1	4	4	-1	1	-1	-1	6	7	0	0.1
O=C(Nc1nnc(-c2ccco2)s1)C1CCN(S(=O)(=O)c2ccc(Cl)cc2)CC1	6	5	-1	8	2	2	0	7	-4	0.5
O=C(c1cnc2n(c1=O)CCS2)N1CCc2ccccc21	0	7	3	-5	-1	-1	-2	5	-2	0.1
CCOC(=O)c1cnn(-c2ccc(Cl)cc2)c1C1CCN(C(=O)OC(C)(C)C)CC1	4	-4	-2	2	1	1	4	4	2	0.2
CCS(=O)(=O)c1ccc2oc(SCC(=O)Nc3ccc(OC)cc3)nc2c1	-30	4	0	-2	-2	4	-1	9	3	0.3
CCCn1c(SCc2nc(N)nc(N3CCCCC3)n2)nc2c1c(=O)n(C)c(=O)n2C	4	7	4	0	0	-2	-4	12	-4	0.2
CC(=O)N1N=C(N)SC1(C)C	6	1	10	-4	0	1	6	2	0	0.2
O=C(NC1CC(=O)N(c2ccc3c(c2)OCCO3)C1)N1CCC(O)CC1 (stereo not drawn)	7	-3	1	-2	-1	2	3	15	-2	-0.2
COc1ccccc1-c1c(C)nn2c(NCCN3CCCC3)cc(C)nc12	4	4	2	-1	-2	-9	0	2	0	0.8
COc1cccc(C(=O)Nc2nc(-c3ccncc3)cs2)c1	-11	1	0	6	2	3	1	1	1	-1.2
Cc1cc(C(=O)NCCc2ccc(Cl)cc2)n(-c2ccccc2)n1	3	1	3	-1	2	4	3	1	5	-0.2
Cn1nc(C(C)(C)C)c([N+](=O)[O-])c1C(N)=O	-1	1	2	1	1	-3	1	1	-3	-0.5
O=C(CCC(=O)N1CCN(Cc2ccc(F)cc2)CC1)Nc1nnc(C2CCCCC2)s1	-4	6	0	1	0	-2	-8	1	-4	0.4
Cc1ccc(CN(c2ccc(C(=O)NCc3ccccn3)cc2)S(C)(=O)=O)cc1	0	11	-2	1	-7	-1	-7	-4	-4	0.7
COc1ccc(Cn2nnnc2C(c2cc3cccc(C)c3[nH]c2=O)N2CCOCC2)cc1 (stereo not drawn)	9	-6	-1	3	1	-1	-4	2	2	4.1
COc1ccc(-n2c(=O)cc(N3CCCCCC3)[nH]c2=O)cc1	2	6	-1	-3	-1	2	12	14	-8	-0.2
CCOC(=O)c1[nH]c(C)c(C(=O)OCC(=O)NCc2ccc(OC)cc2)c1C	-3	4	-1	0	9	1	8	-7	1	1.0
CCCS(=O)(=O)c1nc(S(=O)(=O)c2ccc(C)cc2)c(NCCN2CCOCC2)s1	4	-5	0	-1	2	-11	0	-6	-3	0.0
CN(CC(=O)Nc1ccc(F)cc1)c1ccc(S(=O)(=O)N2CCCC2)cn1	-5	6	0	-5	-2	2	8	10	1	0.4
Nc1sccc1C(=O)c1ccc(Cl)cc1	-7	-7	0	17	30*	9	-8	2	-7	-0.2
O=C(O)c1c[nH]c2c([N+](=O)[O-])cccc2c1=O	1	24*	1	2	1	-5	4	1	1	-1.5
COC(=O)C[C@H]1CC[C@@H](NC(=O)c2ccncc2)[C@@H](CO)O1	4	3	-3	-2	1	1	7	5	4	-2.2
COC(=O)C1=C(C)N(Cc2ccccc2C(F)(F)F)C(=NCC2CC2)NC1CCc1ccccc1 (stereo not drawn)	4	2	4	-3	-1	-13	2	-11	-6	0.8
C#CCn1cc2c(c1-c1ccccc1)c(=O)n(C)c(=O)n2C	-4	2	5	3	0	-5	3	-3	-2	1.0
COc1cccc(CNS(=O)(=O)c2c(C(=O)N3CCCCCC3)c(C)n(C)c2C)c1	2	-1	-2	0	4	-1	-1	-11	1	1.0
CN(C(=O)CO/N=C/c1ccc(OC(F)F)cc1)C1CCS(=O)(=O)C1 (stereo not drawn)	-3	5	2	2	1	2	-5	3	1	0.4
Cc1ccc(C(=O)COC(=O)CN2C(=O)C3CC=CCC3C2=O)cc1[N+](=O)[O-] (stereo not drawn)	-8	8	3	-3	-2	-6	-4	-8	-3	0.6
C=CCN(CC(=O)Nc1c(C)cccc1CC)C(=O)SCCC	1	2	-2	0	-1	0	3	0	0	0.4
COc1ccc(OC)c(/C=N/NC2=NS(=O)(=O)c3ccccc32)c1	-1	7	3	-1	1	1	-3	-13	-1	51*
COc1cc(CNS(=O)(=O)CCl)cc(OC)c1OC	-2	-4	-4	4	5	-3	4	-16	4	0.3
O=C1NC(=O)C2(CCCc3ccc(N(CCO)CCO)cc32)N1 (stereo not drawn)	-2	-5	-6	3	1	3	4	1	3	0.8
CC(Sc1nc(-c2ccccc2)cc(C(F)(F)F)n1)C(=O)NCc1ccco1 (stereo not drawn)	5	-2	-1	1	-4	-6	1	1	-3	0.2
CCN(CC)S(=O)(=O)c1cccc(NC(=O)CN(C)C2CCCCC2)c1	12	3	0	1	-2	14	4	3	1	-0.1
O=C(Nc1nccs1)c1ccc(N2CCOCC2)c([N+](=O)[O-])c1	-1	6	0	-5	-5	-1	0	-11	-12	13*
Cc1c(C(=O)O)sc2ncnc(N3CCCCC3C)c12 (stereo not drawn)	-3	-1	1	1	0	0	-7	-2	-2	0.1
CC(NC(=O)CSc1ncccn1)c1ccccc1 (stereo not drawn)	-5	-3	-1	0	-2	4	4	6	-3	-0.8
Cc1ccc(C2=NOC3(CC(=O)N(c4ccc(C)cc4)C3=O)C2)cc1 (stereo not drawn)	-5	-1	2	2	-2	0	2	8	-5	0.5
c1ccc(N2CCN(c3nc4ccccc4[nH]3)CC2)nc1	3	1	4	-7	-2	-2	5	-1	-3	0.1
O=C(COC(=O)c1nc(Cl)c(Cl)c(Cl)c1Cl)NCc1ccccc1	-9	-10	3	3	1	-9	-4	4	-4	0.2
CC1CCCN(C(=O)c2cccc(S(=O)(=O)NCc3ccccc3)c2)C1 (stereo not drawn)	-1	0	0	-2	4	-3	-8	-4	-3	-0.2
O=C(NC(=O)c1ccncc1)NC(c1ccccc1)c1ccccc1	1	5	-1	-1	-2	-3	3	4	5	-0.2
CN1CCN(CC(=O)Nc2ccccc2Sc2ccccc2)CC1	-1	5	0	-3	2	5	-2	-6	-1	-0.9
O=C(NCC(=O)N(Cc1cccs1)C(C(=O)NC1CCCC1)c1ccco1)c1cccs1 (stereo not drawn)	-1	-4	-1	1	-2	3	-1	-8	-1	0.0

Printed as active in proKLK7 act, of those listed so far:
SMILES,SIAE inh,TCR-CD3 inh,LEDGF integ inh,PRMT1 FP inh,Tn6 DDE FP,DDE Tn7 FP inh,TDP2 inh,MBD2 inh,proKLK7 act
COc1ccc(OC)c(/C=N/NC2=NS(=O)(=O)c3ccccc32)c1,-1,7,3,-1,1,-3,-13,-1,51*
O=C(Nc1nccs1)c1ccc(N2CCOCC2)c([N+](=O)[O-])c1,-1,6,0,-5,-1,0,-11,-12,13*

Next part
SMILES	SIAE inh	TCR-CD3 inh	LEDGF integ inh	PRMT1 FP inh	UHRF1 MBD2 ctr	Tn6 DDE FP	DDE Tn7 FP inh	TDP2 inh	MBD2 inh	proKLK7 act
Cc1ccc2cc(CCNC(=O)CCCc3ccccc3)c(=O)[nH]c2c1C	-1	-5	0	2	-2	-4	-3	11	0	-0.1
Cc1ccc(NC(=O)Cn2c(=O)n(CCCC(=O)NCc3ccco3)c(=O)c3ccccc32)cc1	1	1	-1	-4	-2	8	1	1	-2	1.1
CCOc1ccccc1C=Nc1ccccc1C(=O)Nc1ccccc1	-3	-1	2	-4	-4	-6	11	7	-6	-0.5
N#Cc1cn(CCCOc2ccccc2)c2ccccc12	-2	-9	1	1	2	7	2	3	4	-0.4
